Screening results deposited in PubChem by several laboratories.
MEKK3 PB1 HTS: modulators of MEKK3-MEK5 PB1 binding, primary screen, biochemical, wildtype MEKK3, multiplex bead flow cytometry, Alexa488-MEK5 | Mitogen-activated protein kinase kinase kinase 3 (Homo sapiens), Q99759 | bead-based flow cytometry, Alexa488-MEK5 binding to MEKK3; actives lie on both sides; 0 = blocked by unlabeled MEK5, 100 = vehicle | binding response (% of control), % at 10 µM | hit rate 1.4% among 290,000 | AID 1529, 2009;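 active means binding response more than 3 SD above or below the average of its plate-row segment, actives on both sides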;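 further: Alexa488 bead fluorescence after subtracting the streptavidin-only scavenger bead signal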
NALP1 yeast inh: NALP1 inflammasome inhibitors in reconstituted yeast, colorimetric, S. cerevisiae, triplicate retest; S. cerevisiae NALP1/ASC/caspase-1 growth, X-gal OD620, 72 h; inhibition, % at 10 µM; hit rate 0.61% among 280,000; AID 2071, 2009; in the data active means inhibition mostly above about 24%, no sharp cut-off; inactive means mostly below about 32%; further: some compounds called inactive have numbers as strong as hits
GPR7 antag: GPR7 receptor antagonists, primary screen, cell-based, fluorescence, single concentration; hit rate 1.1% among 290,000; Neuropeptides B/W receptor type 1 (Homo sapiens), P48145; GPR7-expressing cells, fluorescence antagonist assay; inhibition, % at 4.4 µM; in the data active means inhibition above about 16%, passing the limit was not always enough;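 further: cells stimulated with the agonist NPW; 0% = agonist with vehicle and 100% = vehicle without agonist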
Target sequence (P48145 whole entry, looked up): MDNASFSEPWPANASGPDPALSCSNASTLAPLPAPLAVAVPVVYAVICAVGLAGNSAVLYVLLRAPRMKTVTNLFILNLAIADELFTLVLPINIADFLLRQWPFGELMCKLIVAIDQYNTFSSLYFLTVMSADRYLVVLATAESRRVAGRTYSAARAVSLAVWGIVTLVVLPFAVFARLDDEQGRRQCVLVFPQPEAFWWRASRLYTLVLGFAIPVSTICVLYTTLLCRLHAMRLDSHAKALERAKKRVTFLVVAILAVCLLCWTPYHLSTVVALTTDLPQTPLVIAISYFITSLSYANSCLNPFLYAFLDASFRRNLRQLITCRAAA
GalR3 antagonist: GalR3 antagonists in HEK293 cells, primary screen, cell-based, fluorescence readout. Galanin receptor type 3 (Homo sapiens), O60755. HEK293 GalR3-CNG cAMP membrane potential fluorescence; galR3 body fused to GalR1 C-terminus. inhibition, % at 3 µM. hit rate 0.44% among 360,000;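 active means inhibition above the screen-wide average plus 3 SD, cut at about 13% in these data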;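 further: forskolin and galanin both at EC90 stimulate the cells; cAMP rise reported by CNG channel membrane potential dye signal; 0% = forskolin plus galanin with DMSO and 100% = forskolin alone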
MEKK2wt PB1 HTS: modulators of MEK5 binding to wildtype MEKK2, primary screen, biochemical, multiplex bead flow cytometry, Alexa488-MEK5; binding response (% of control), % at 10 µM; hit rate 1.1% among 290,000; Mitogen-activated protein kinase kinase kinase 2 (Homo sapiens), Q9Y2U5; AID 1531, 2009; Alexa488-MEK5 binding to MEKK2 WT; actives lie on both sides; in the data active means binding response below about 67% or above about 130%
MEKK2mut PB1 HTS: MEK5 binding signal on mutant MEKK2 PB1, primary screen, biochemical, multiplex bead flow cytometry, Alexa488-MEK5; Alexa488-MEK5 binding to MEKK2 mutant; hit rate 0.35% among 290,000; percent response, % at 10 µM; in the data active means percent response above about 24%, passing the limit was not always enough; further: inactives centre near 1; some results filed as inactive read as strong as hits; reference of the scale not given here
PHOSPHO1 block: PubChem AID 1565 | hit rate 1.1% among 290,000 | inhibition, % at 13.3 µM | recombinant PHOSPHO1, absorbance phosphatase assay | Phosphoethanolamine/phosphocholine phosphatase (Homo sapiens), Q8TCT1; in the data active means inhibition above about 60%
Target sequence (Q8TCT1 whole entry, looked up): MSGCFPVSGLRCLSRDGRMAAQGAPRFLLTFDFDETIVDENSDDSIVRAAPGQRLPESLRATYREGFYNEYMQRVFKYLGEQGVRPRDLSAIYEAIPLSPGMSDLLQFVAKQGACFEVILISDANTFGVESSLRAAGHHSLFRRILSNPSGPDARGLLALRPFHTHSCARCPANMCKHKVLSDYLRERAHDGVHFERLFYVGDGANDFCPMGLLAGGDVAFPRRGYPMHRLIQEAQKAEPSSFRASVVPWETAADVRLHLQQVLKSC
V1R ag counter: agonists of human V1a receptor, primary screen, counter-screen for OXTR agonist project, fluorescence, CHO-V1R cells; AID 2797, 2010; Fluo-8 calcium fluorescence, agonist mode; 0% DMSO, 100% 3 nM vasopressin; Vasopressin V1a receptor (Homo sapiens), P37288; activation, % at 3 µM; hit rate 0.25% among 320,000;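 active means activation above the mean activation of all tested compounds plus 3 SD, per screening run, cut at about 20% in these data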;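 further: signal is peak over basal fluorescence ratio across a 100 second FLIPR read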
Target sequence (P37288 whole entry, looked up): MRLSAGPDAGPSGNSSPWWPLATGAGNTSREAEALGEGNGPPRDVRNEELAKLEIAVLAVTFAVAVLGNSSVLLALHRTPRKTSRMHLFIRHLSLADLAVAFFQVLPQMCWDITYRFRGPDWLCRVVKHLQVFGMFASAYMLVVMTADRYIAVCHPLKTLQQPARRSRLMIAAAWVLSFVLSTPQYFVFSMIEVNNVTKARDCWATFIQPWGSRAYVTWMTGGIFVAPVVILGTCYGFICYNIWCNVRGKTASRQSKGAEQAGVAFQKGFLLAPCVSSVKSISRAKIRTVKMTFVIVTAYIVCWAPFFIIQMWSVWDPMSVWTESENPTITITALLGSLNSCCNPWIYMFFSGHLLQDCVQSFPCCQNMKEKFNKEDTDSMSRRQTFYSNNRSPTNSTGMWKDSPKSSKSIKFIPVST
OXTR agonist: human OXTR agonists, primary screen, fluorescence, CHO-OTR cells, Fluo-8 calcium; Oxytocin receptor (Homo sapiens), P30559; Fluo-8 calcium fluorescence; normalized: DMSO 0%, oxytocin 100%; activation, % at 3 µM; hit rate 0.32% among 320,000;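 active means activation above the mean of all tested compounds plus 3 SD, cutoff set per screening run, cut at about 20% in these data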;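 further: peak over basal fluorescence ratio from a 100 s FLIPR kinetic read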
* = called active by the depositor; x = not tested or not shown.

SMILES	MEKK3 PB1 HTS	NALP1 yeast inh	GPR7 antag	GalR3 antagonist	MEKK2wt PB1 HTS	MEKK2mut PB1 HTS	PHOSPHO1 block	V1R ag counter	OXTR agonist
COc1cc2c(cc1O)C(Cc1ccc(O)cc1)[N+](C)([O-])CC2 (configuration not stated)	101	x	x	2	85	2	35	0.1	-0.1
COc1cc(OC)cc(N(C(=O)CNC(=O)c2cccs2)C(C(=O)NCC2CCCO2)c2ccccc2)c1 (configuration not stated)	101	6	7	-5	97	-2	19	1.2	2.3
CC(=O)OC[C@H]1O[C@H](C/C=N/O[C@@H](C)c2cn([C@H](CO)Cc3ccccc3)nn2)C=C[C@@H]1OC(C)=O	93	29	-17	x	92	-4	23	-0.5	1.1
O=C(O)CCc1nc(-c2ccc(Cl)cc2)no1	92	13	-1	-1	100	2	16	1.1	0.9
COc1ccc(CCNC(=S)NC2CCN(Cc3ccccc3)CC2)cc1	102	18	14	-6	110	2	40	5.2	7.1
CN1C[C@@H]2C(c3ccc(Cl)nc3)C3(c4ccc(C#N)cc4)CC2(C3)[C@H]1c1ccccc1 (some centres not stated)	105	x	x	-9	110	4	31	0.9	0.8
COc1cccc(OCCCn2ccnc2)c1	105	12	-10	-9	109	4	49	1.2	0.4
COc1ccccc1CN1C[C@@H]2C[C@@H](c3ccc(C)cc3)N3CCC[C@@]23C1=O	109	10	-2	-3	107	-5	8	-0.3	-1.2
Cc1[nH]c2ccccc2c1/C=N\NC(=O)Cn1nnc(-c2ccccc2)n1	100	28	-4	-1	107	11	-15	1.3	1.1
COc1ccccc1N1CCN(S(=O)(=O)c2ccc(F)cc2)CC1	93	-14	-5	-7	100	3	4	0.7	0.8
Cc1ccc(-c2noc(C3CCCN(S(=O)(=O)c4ccc5ccccc5c4)C3)n2)o1 (configuration not stated)	92	10	6	-10	91	-3	13	1.4	0.4
CC(=O)c1ccc(N2CCCC2)c(F)c1	101	5	5	x	97	1	10	0.4	-0.7
CCNC(=O)CN1C(=O)NC2(CCCc3cc(OC)ccc32)C1=O (configuration not stated)	91	8	1	-1	92	-6	22	-0.2	0.6
Cc1ccc(C2OCC3(CO)COC(c4ccc(C)cc4)N23)cc1 (configuration not stated)	98	11	-4	-2	95	-2	13	-0.4	-0.6
Nc1ccc(C(=O)Nc2cccc3ncccc23)cc1	105	14	-7	0	108	5	x	0.0	1.6
CCn1c(C)c(C)c2cc(C(=O)NCCCN3CCCCC3C)ccc21 (configuration not stated)	103	16	-11	0	17*	41*	48	0.5	-0.1
Cc1ccc(N(Cc2cc3ccc(C)cc3[nH]c2=O)C(=O)c2ccco2)c(C)c1	132*	14	-7	5	117	22	8	-0.9	-1.4
CC(C)S(=O)(=O)CC(=O)c1ccc(Cl)cc1	103	7	-9	-3	104	5	20	-0.1	-1.0
CC(=O)c1ccc(OC(=O)c2cc3ccccc3oc2=O)cc1	105	-20	1	x	104	9	34	1.0	1.3
CN1CCN(c2nc3c(c(=O)[nH]c(=O)n3C)n2CCCSc2ncccn2)CC1	99	6	-4	-4	99	-8	10	0.8	0.5

Profiles, quoted from the list. Order of values: MEKK3 PB1 HTS | NALP1 yeast inh | GPR7 antag | GalR3 antagonist | MEKK2wt PB1 HTS | MEKK2mut PB1 HTS | PHOSPHO1 block | V1R ag counter | OXTR agonist
CN1CCN(c2nc3c(c(=O)[nH]c(=O)n3C)n2CCCSc2ncccn2)CC1 across the screens: 99 | 6 | -4 | -4 | 99 | -8 | 10 | 0.8 | 0.5
Cc1ccc(N(Cc2cc3ccc(C)cc3[nH]c2=O)C(=O)c2ccco2)c(C)c1 across the screens: 132* | 14 | -7 | 5 | 117 | 22 | 8 | -0.9 | -1.4

Following part.
SMILES	MEKK3 PB1 HTS	NALP1 yeast inh	GPR7 antag	GalR3 antagonist	MEKK2wt PB1 HTS	MEKK2mut PB1 HTS	PHOSPHO1 block	V1R ag counter	OXTR agonist
Cc1ccc(NC(=O)C(=O)NCc2ccc(/C=C(/C#N)C(=O)NCc3cccnc3)o2)cc1C	101	26	-3	5	109	35	-7	1.9	1.1
CCN(Cc1cccc(OC)c1)CC1CCCN(CCc2cccc(OC)c2)C1 (configuration not stated)	105	19	2	-5	116	18	-14	-0.1	1.4
O=C1CCCN1CCC1CCN(C(=S)Nc2ccc(F)cc2)CC1	104	-1	3	-2	101	2	11	2.3	0.3
CN(C)CCCN(C(=O)c1cccs1)c1nc2cc3c(cc2s1)OCO3	103	8	-5	-3	111	8	-10	0.9	3.2
Cc1occc1C(=O)NNC(=O)C1CCCCC1	96	14	-12	-5	94	-1	-24	1.0	0.0
CN(C)/C=C(\C=O)c1ccc(Cl)cc1Cl	101	24	-15	-2	93	-6	48	0.8	0.2
CC(NC(=O)c1ccc2c(c1)S(=O)(=O)N=C1CCCCCN12)c1ccc(S(N)(=O)=O)cc1 (configuration not stated)	100	18	-4	2	105	4	48	0.7	-0.2
CSc1nncc(-c2ccccc2)n1	91	8	-12	1	85	-14	20	-1.1	-0.4
Cc1ccc(C)c(S(=O)(=O)N2CCN(C(=O)CCNS(=O)(=O)c3ccccc3)CC2)c1	98	5	-2	3	96	-5	26	4.5	0.9
Cc1c(Br)cc(C(=O)O)c(C)c1C	97	5	-13	-4	98	2	-31	-0.2	-0.7
Cc1cc(-c2ccccc2)nc2cc(C(=O)N(Cc3ccccc3)Cc3ccccc3)nn12	107	22	-14	-6	98	1	10	0.1	-1.9
Cc1ccc(Cl)cc1NC(=O)CCCN1C(=O)c2cccnc2C1=O	108	-2	-17	-3	108	2	-6	0.1	-1.2
O=C(CN1C(=O)C2C3C=CC(C4CC34)C2C1=O)Nc1cccc2ncccc12 (configuration not stated)	94	4	3	-5	96	-1	54	0.7	0.2
Cc1cc2nc(C(F)(F)F)cc(-c3cccs3)n2n1	107	-5	-10	6	101	-1	32	-1.1	-2.5
CCCn1c(NCc2cc(OC)ccc2OC)nc2ccccc21	100	7	8	-3	103	3	19	-0.2	0.8
COc1ccc(OC)c(CC(=O)NC(c2ccccc2)c2ccccc2)c1	98	12	6	-8	92	-6	40	-0.9	-2.9
Cc1cccn2c(=O)c3cc(C(=O)NC4CCCC4)c(=N)n(CCCN4CCOCC4)c3nc12	100	15	7	-10	100	-3	-10	-0.5	0.0
Cc1cc(C(F)(F)F)nn1CCCNC(=O)c1cnccn1	105	-1	-1	2	103	7	15	-0.7	-0.2
Cc1ccc(-n2nc(C(=O)O)c(C)c(C#N)c2=O)cc1Cl	101	14	6	-9	103	-1	x	0.8	-0.7
Cn1c(=O)c2[nH]c(CCCC(=O)O)nc2n(Cc2ccccc2)c1=S	104	x	x	-3	101	1	x	0.8	-0.7

Next part; the last 3 above are carried over.
SMILES	MEKK3 PB1 HTS	NALP1 yeast inh	GPR7 antag	GalR3 antagonist	MEKK2wt PB1 HTS	MEKK2mut PB1 HTS	PHOSPHO1 block	V1R ag counter	OXTR agonist
Cc1cc(C(F)(F)F)nn1CCCNC(=O)c1cnccn1	105	-1	-1	2	103	7	15	-0.7	-0.2
Cc1ccc(-n2nc(C(=O)O)c(C)c(C#N)c2=O)cc1Cl	101	14	6	-9	103	-1	x	0.8	-0.7
Cn1c(=O)c2[nH]c(CCCC(=O)O)nc2n(Cc2ccccc2)c1=S	104	x	x	-3	101	1	x	0.8	-0.7
COC(=O)C(C)N1C(=O)S/C(=C/c2cc(C)n(-c3ccccn3)c2C)C1=O (configuration not stated)	x	-5	-9	4	x	x	15	1.5	-0.2
CCC(NC(=O)NCc1ccc2c(c1)OCO2)(C(F)(F)F)C(F)(F)F	100	17	-9	-4	101	2	25	-1.2	-1.9
Cc1ccc(Cc2c(C)[nH]c(=S)[nH]c2=O)cc1	98	x	-8	-2	97	1	22	-0.7	1.3
Cc1nc(NC(N)=S)sc1C(=O)Nc1ccccc1	105	-4	0	-6	97	5	50	-0.2	1.1
COc1ccc(C2=NOC(COC(=O)c3ccc4ccccc4n3)C2)cc1 (configuration not stated)	97	28	-3	-6	100	0	-12	5.2	2.9
Cc1cc(C)c(C(=O)CSc2nnc(C)s2)c(C)c1	103	-2	-16	-1	101	1	37	-1.6	-0.6
COc1ccc(N2C(=O)/C(=C/c3ccc([N+](=O)[O-])cc3)N=C2C)cc1	93	-5	-8	-5	81	-13	24	1.6	2.4
O=C(O)CCC(=O)Nc1cc(C(F)(F)F)cc(C(F)(F)F)c1	94	12	-19	-5	96	-6	46	0.7	-0.4
NC(=NC1CCCCC1)c1ccc(Cl)cc1	102	12	-3	-6	111	10	20	0.7	0.7
Cc1cc(C(=O)Cn2nc(C(=O)O)c3ccccc3c2=O)c(C)n1-c1cccc(C(F)(F)F)c1	122	x	-10	-5	103	18	3	0.3	-0.8

4 of these compounds, reformatted:
SMILES: Cc1ccc(Cc2c(C)[nH]c(=S)[nH]c2=O)cc1
  MEKK3 PB1 HTS = 98	NALP1 yeast inh = x	GPR7 antag = -8	GalR3 antagonist = -2	MEKK2wt PB1 HTS = 97	MEKK2mut PB1 HTS = 1	PHOSPHO1 block = 22	V1R ag counter = -0.7	OXTR agonist = 1.3

SMILES: Cc1nc(NC(N)=S)sc1C(=O)Nc1ccccc1
  MEKK3 PB1 HTS = 105	NALP1 yeast inh = -4	GPR7 antag = 0	GalR3 antagonist = -6	MEKK2wt PB1 HTS = 97	MEKK2mut PB1 HTS = 5	PHOSPHO1 block = 50	V1R ag counter = -0.2	OXTR agonist = 1.1

SMILES: COc1ccc(C2=NOC(COC(=O)c3ccc4ccccc4n3)C2)cc1 (configuration not stated)
  MEKK3 PB1 HTS = 97	NALP1 yeast inh = 28	GPR7 antag = -3	GalR3 antagonist = -6	MEKK2wt PB1 HTS = 100	MEKK2mut PB1 HTS = 0	PHOSPHO1 block = -12	V1R ag counter = 5.2	OXTR agonist = 2.9

SMILES: Cc1cc(C)c(C(=O)CSc2nnc(C)s2)c(C)c1
  MEKK3 PB1 HTS = 103	NALP1 yeast inh = -2	GPR7 antag = -16	GalR3 antagonist = -1	MEKK2wt PB1 HTS = 101	MEKK2mut PB1 HTS = 1	PHOSPHO1 block = 37	V1R ag counter = -1.6	OXTR agonist = -0.6
